# TAG inh – reduces triacylglycerol accumulation in H9c2 cells; Nile Red lipid (TAG) fluorescence; cells loaded with 200 µM oleic acid; hit rate 0.66% among 230,000; inhibition, % at 12.5 µM; AID 651582;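 active = pattern-corrected inhibition of lipid staining of at least 50% with the nuclear-stain viability signal not falling by more than 50%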;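 also: 0% = DMSO wells and 100% = triacsin C control wells; some results filed as inactive read as strong as hits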
# TAG inh DAPI viability – recorded beside TAG inh, whose call it bears; DAPI nuclei signal change (viability), lower = more cytotoxic, %;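 whole-well DAPI fluorescence read on a plate reader as a viability signal; minus 50 percent equals half of cells still viable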
# An asterisk follows results filed as active; i = inactive.
structure	TAG inh	TAG inh DAPI viability
CN(CC(=O)Nc1ccc(F)c(F)c1F)C(=O)C1CC(=O)N(C2CCCC2)C1 (configuration not stated)	2	2
Cc1nnc(SCc2cccs2)[nH]c1=O	-5	3
Cc1cccc(NC(=O)Oc2ccc(Cl)c3cccnc23)c1	-17	-6
O=C(NCC(=O)N1CCN(C/C=C/c2ccccc2)CC1)c1ccc(OC(F)F)cc1	3	2
Cc1ccc(C(O)c2ncc(-c3ccccc3Cl)[nH]2)c(C)c1 (configuration not stated)	-9	-19
CC1CN(CCOc2ccccc2-c2ccccc2)CC(C)O1 (configuration not stated)	-11	2
COc1ccc(-c2cc(C(=O)NCc3ccco3)c3ccccc3n2)cc1OC	6	5
O=C(COc1ccc(Cl)cc1Br)NC1CC1	12	5
Cc1cc(C)c(C)c(S(=O)(=O)Nc2ccccc2N2CCOCC2)c1C	-15	-4
Cc1cc(C)c(C#N)c(SCC(=O)Nc2c(C)n(C)n(-c3ccccc3)c2=O)n1	10	-2
Cc1cccc(C)c1NC(=S)NN1CCN(C)CC1	-24	-8
Cc1ccc2c(c1)N(CC(=O)NC(C)CCc1ccccc1)C(=O)c1cccnc1O2 (configuration not stated)	-8	2
CCN(CC)S(=O)(=O)c1ccc(O)c(C(=O)OCC(=O)Nc2cc(C)c(C)cc2[N+](=O)[O-])c1	8	-2
O=C(NCc1cccnc1)C(=O)NCC1OCCN1S(=O)(=O)c1ccccc1 (configuration not stated)	0	-2
Cc1nc(N)[nH]c(=O)c1CCCNS(=O)(=O)c1ccc([N+](=O)[O-])cc1	-3	1
CC1CCCCN1c1nc(-c2ccncc2)nc2ccccc12 (configuration not stated)	22	5
CC1(C)CC(NC(=O)CC2CCCCC2)CC(C)(C)N1	4	1
CC1(C(=O)NS(=O)(=O)c2ccc(Cl)cc2)CCN1C(=O)c1ccc(C2CCCCC2)cc1 (configuration not stated)	-6	11
Cc1ccccc1OCC(=O)OCC(=O)N1CCCc2ccccc21	3	-4
Cc1cc(C(=O)COC(=O)c2ccc[nH]c2=O)c(C)n1CCc1ccc(F)cc1	0	0
O=C(Nc1nnc(S(=O)(=O)N2CCOCC2)s1)c1ccc(Cl)cc1	11	1
Cc1cc2nc(Cl)c(Cl)nc2cc1C	16	-3
COCCNC(=O)CN(c1cccc(OC)c1)S(=O)(=O)c1ccc(C)cc1	-4	2
O=c1[nH]nc(SCc2nnc(-c3ccc([N+](=O)[O-])cc3)o2)n1C1CCCCC1	7	-3
CCN1CCN(C(=O)CCCn2c(C)c3cnn(-c4ccccc4)c(=O)c3c2C)CC1	7	0
O=C1OCC2=C1C(c1ccc3c(c1)OCO3)c1cc3c(cc1O2)OCO3 (configuration not stated)	28	-16
O=C(OCC(=O)N1CCCCCC1)c1ccccc1Br	14	0
CCC1SC(CC)C(=O)N(CC(=O)NC2CCCCC2)C1=O (configuration not stated)	12	-5
O=C(N/N=C/c1ccc(OC(F)F)cc1)c1cccc(S(=O)(=O)N2CCOCC2)c1	6	-2
COc1ccc(S(=O)(=O)c2ccc(O)cc2)cc1	3	-4
COc1ccc(-c2c(C#N)c(N)n(N)c(=O)c2C#N)cc1Cl	10	1
Cn1ncc([N+](=O)[O-])c1C(=O)Nc1ccccc1C#N	8	-7
Cn1c(=O)c2c(SCC(=O)Nc3cccc(F)c3)nc(-c3ccco3)nc2n(C)c1=O	8	2
CN(C)CCNc1ccc(Cl)cc1[N+](=O)[O-]	-9	10
CC(CCc1ccccc1)NC(=O)CN1CCOc2ccccc21 (configuration not stated)	-1	-3
O=C(CCc1nc(-c2ccccc2F)no1)Nc1ccc(Oc2ccccc2)cc1	15	6
CCOc1cc(/C=C(\C(=O)O)c2ccc(S(=O)(=O)N3CCCC3)s2)ccc1OC	7	2
O=C(CSc1cccc[n+]1[O-])c1ccc(Cl)s1	4	-11
COC(=O)CN1C(=O)[C@H]2[C@@H](c3ccc(C)o3)N3C(=O)CN(CC4CC4)C(=O)[C@@]3(C)[C@H]2C1=O	-11	-7
O=C(O)CCC(=O)Nc1ccc(/C=C/C(=O)C2CC2)cc1	4	-4
COc1ccc(S(=O)(=O)N2CCOC2CNC(=O)C(=O)NCc2ccncc2)cc1 (configuration not stated)	-3	6
O=C(COC(=O)CCN1C(=O)c2cccc([N+](=O)[O-])c2C1=O)NC1CCS(=O)(=O)C1 (configuration not stated)	7	4
Cc1ccc(N2CC(NC(=O)C(=O)c3c(C)[nH]c4ccccc34)CC2=O)cc1 (configuration not stated)	2	-4
Cc1ccc2nc(NC(=O)COC(=O)c3ccccn3)sc2c1	-10	13
CCCCC[C@H]1CN(C2CCCCC2)C(=O)[C@@H]1CC(=O)NCc1ccc(OC)cc1	-25	-5
COc1ccccc1CCC(=O)NNC(=O)c1ccncc1	3	2
O=C(NCCCN1CCCC1=O)C1CCN(S(=O)(=O)c2ccc(Cl)cc2)CC1	7	-2
COc1ccc(CN2CCNC(=O)C2CC(=O)NC2CCCC2)cc1OC (configuration not stated)	11	3
CCN(CC)S(=O)(=O)c1ccc2c(c1)c(=O)c(C(=O)NCCCN(C)c1ccccc1)cn2C	1	13
CCNC(=O)COC(=O)c1cc(S(=O)(=O)N2CCCCC2)ccc1C	-5	-2
CNC(=O)COC(=O)c1cc(-c2ccccc2)nn1-c1ccccc1	7	7
O=C(CCCCCCCCCCC(=O)NCc1cccnc1)NCc1cccnc1	-3	0
COc1ccc(-c2ccc(OC)c([C@H]3[C@H]4C=CC[C@@H](C)[C@@H]4C(=O)N3Cc3ccccc3)c2)cc1C	33	-19
COC(=O)[C@]1(Cc2ccccc2)N[C@H](CN(C)C(=O)COc2ccccc2)[C@@H]2C(=O)N(C)C(=O)[C@@H]21	-16	0
Cc1cc(-c2onc(C)c2C(N)=O)no1	-7	6
CC(/C=C1\SC(=S)N(C(C(=O)O)c2ccccc2)C1=O)=C\c1ccccc1 (configuration not stated)	7	-5
COc1ccc(CN(C)C(C)C(=O)N(C)CC(=O)Nc2ccc(C)cc2)cc1F (configuration not stated)	-29	-4
CN(C(=O)c1ccc(NC(=O)Cc2cccc([N+](=O)[O-])c2)cc1)C1CC1	-40	4
Cc1cccc(-c2oc3ccc(-c4ccc5c(c4)OCO5)cc3c2C(=O)OCc2ccc(O)cc2)c1	-50	i
C/C(=N\NC(=O)c1ccccc1)c1ccc(N2CCOCC2)cc1	-7	-2

# Gathered by group, the entries above with bromine
structure	TAG inh	TAG inh DAPI viability
O=C(COc1ccc(Cl)cc1Br)NC1CC1	12	5
O=C(OCC(=O)N1CCCCCC1)c1ccccc1Br	14	0

# (continued)
SMILES	TAG inh	TAG inh DAPI viability
Cc1cccc(NC(=O)NNC(=O)c2sccc2-n2cccc2)c1	-2	-5
Cc1cc(C(F)(F)F)c(C#N)c(SCC(=O)Nc2nc3cc(Br)ccc3s2)n1	12	21
O=C(Nc1ccc(F)cc1)c1nc2c(nnn2Cc2cccc3ccccc23)c(=O)[nH]1	1	1
Nc1nc(SCC(=O)Nc2ccc3c(c2)OCO3)n[nH]1	11	-2
O=C(CN1CCCCCC1=O)N1CCN(S(=O)(=O)c2cccs2)CC1	1	-1
O=C(CSc1nnc(-c2ccco2)o1)c1ccc[nH]1	5	1
Cc1ccc(C(=O)NCc2ccccn2)cc1NC1=NC2CS(=O)(=O)CC2S1 (configuration not stated)	0	0
O=C(/C=C/c1ccco1)NC(=S)Nc1ccccc1N1CCCC1	-3	-9
Cc1ccc(NC2c3ccccc3C(=O)N2CCN2CCOCC2)cc1 (configuration not stated)	6	-8
Cc1cc(NC(=O)COC(=O)COc2ccc(C(=O)c3ccccc3)cc2)no1	-7	-7
CCOC(=O)c1ccc(Oc2cn[nH]c2-c2ccc(O)cc2O)cc1	-5	-7
CCn1cc(Cl)c(C(=O)Nc2cccc(C(F)(F)F)c2)n1	1	-2
CCCOc1ccc(C(=O)OCC(=O)c2c(N)n(C)c(=O)n(C)c2=O)cc1OC	-13	2
COc1ccc2sc(N(CCN(C)C)C(=O)c3cc(Cl)sc3Cl)nc2c1	-2	8
CC(=O)c1oc2ccccc2c1NC(=O)COC(=O)c1ccc(-n2nc(C)cc2C)cc1	-3	-5
CC(C)=C(c1ccc(Cl)cc1)c1c(N)ncnc1N	-7	-1
Cc1ccc(S(=O)(=O)N2CCN=C2SCc2c(F)cccc2Cl)cc1	2	2
COc1ccc(Cc2noc(CN(C)CCN3CCc4ccccc4C3)n2)cc1OC	-13	8
CCN(CC)CCN1C(=O)C(=O)/C(=C(/O)c2c(C)[nH]c(C(=O)OC)c2C)C1c1ccc(C)o1 (configuration not stated)	0	-3
CCNC(=S)N1CCN(S(=O)(=O)c2ccccc2C(F)(F)F)CC1	-30	-10
CCc1cc2cc(OC)ccc2nc1SCC(=O)NNC(=O)c1ccco1	-4	-6
O=C(CN1CCC(n2nnc3cc(F)ccc32)CC1)NC1CCCCC1	30	-6
O=c1[nH][nH]c(-c2ccccc2)c1C=Nc1ccc(Cl)cc1	16	2
CCOc1ccc2nc(NC(=O)CN3C(=O)NC4(CCCC4)C3=O)sc2c1	12	-6
Cc1nnc(SCC(=O)NNC(=O)c2ccccc2)n1Cc1ccccc1	8	-7
N/C(COc1ccc(Cl)cc1Cl)=N\O	14	-7
CC(C)N1CCC(N2CCN(Cc3ccc4nsnc4c3)CC2CCO)CC1 (configuration not stated)	-1	-7
Cc1cc(C)n(C)c(=O)c1C#N	-3	4
O=C(OCn1nnc2ccccc2c1=O)c1ccc2ccccc2n1	-2	6
Clc1ccccc1N1CCN(Cc2c[nH]c3ccccc23)CC1	4	11
CCCCC(=O)Nc1nnc(C2=COCCO2)o1	-13	-8
CCOC(=O)Oc1c(OC)cc(C(=O)O[C@@H]2C[C@@H]3CN4CCc5c([nH]c6cc(OC)ccc56)[C@H]4C[C@@H]3[C@H](C(=O)OC)[C@H]2OC)cc1OC	60*	-3.7*
CCOCCCNC(=O)c1ccc(-n2c(=S)[nH]c3ccccc3c2=O)cc1	13	-4
COC(=O)CCN(C(=O)c1ccc2c(c1)OCO2)c1ccccn1	6	3
COC(=O)CP(=O)(c1ccccc1)c1ccccc1	2	-1
CCN(C[C@H]1N[C@@](CC)(C(=O)OC)[C@H]2C(=O)N(C)C(=O)[C@@H]12)S(=O)(=O)c1ccc(C(C)(C)C)cc1	-2	-6

# 26 neighbouring entries already listed, for reference:
SMILES	TAG inh	TAG inh DAPI viability
CCOC(=O)c1ccc(Oc2cn[nH]c2-c2ccc(O)cc2O)cc1	-5	-7
CCn1cc(Cl)c(C(=O)Nc2cccc(C(F)(F)F)c2)n1	1	-2
CCCOc1ccc(C(=O)OCC(=O)c2c(N)n(C)c(=O)n(C)c2=O)cc1OC	-13	2
COc1ccc2sc(N(CCN(C)C)C(=O)c3cc(Cl)sc3Cl)nc2c1	-2	8
CC(=O)c1oc2ccccc2c1NC(=O)COC(=O)c1ccc(-n2nc(C)cc2C)cc1	-3	-5
CC(C)=C(c1ccc(Cl)cc1)c1c(N)ncnc1N	-7	-1
Cc1ccc(S(=O)(=O)N2CCN=C2SCc2c(F)cccc2Cl)cc1	2	2
COc1ccc(Cc2noc(CN(C)CCN3CCc4ccccc4C3)n2)cc1OC	-13	8
CCN(CC)CCN1C(=O)C(=O)/C(=C(/O)c2c(C)[nH]c(C(=O)OC)c2C)C1c1ccc(C)o1 (configuration not stated)	0	-3
CCNC(=S)N1CCN(S(=O)(=O)c2ccccc2C(F)(F)F)CC1	-30	-10
CCc1cc2cc(OC)ccc2nc1SCC(=O)NNC(=O)c1ccco1	-4	-6
O=C(CN1CCC(n2nnc3cc(F)ccc32)CC1)NC1CCCCC1	30	-6
O=c1[nH][nH]c(-c2ccccc2)c1C=Nc1ccc(Cl)cc1	16	2
CCOc1ccc2nc(NC(=O)CN3C(=O)NC4(CCCC4)C3=O)sc2c1	12	-6
Cc1nnc(SCC(=O)NNC(=O)c2ccccc2)n1Cc1ccccc1	8	-7
N/C(COc1ccc(Cl)cc1Cl)=N\O	14	-7
CC(C)N1CCC(N2CCN(Cc3ccc4nsnc4c3)CC2CCO)CC1 (configuration not stated)	-1	-7
Cc1cc(C)n(C)c(=O)c1C#N	-3	4
O=C(OCn1nnc2ccccc2c1=O)c1ccc2ccccc2n1	-2	6
Clc1ccccc1N1CCN(Cc2c[nH]c3ccccc23)CC1	4	11
CCCCC(=O)Nc1nnc(C2=COCCO2)o1	-13	-8
CCOC(=O)Oc1c(OC)cc(C(=O)O[C@@H]2C[C@@H]3CN4CCc5c([nH]c6cc(OC)ccc56)[C@H]4C[C@@H]3[C@H](C(=O)OC)[C@H]2OC)cc1OC	60*	-3.7*
CCOCCCNC(=O)c1ccc(-n2c(=S)[nH]c3ccccc3c2=O)cc1	13	-4
COC(=O)CCN(C(=O)c1ccc2c(c1)OCO2)c1ccccn1	6	3
COC(=O)CP(=O)(c1ccccc1)c1ccccc1	2	-1
CCN(C[C@H]1N[C@@](CC)(C(=O)OC)[C@H]2C(=O)N(C)C(=O)[C@@H]12)S(=O)(=O)c1ccc(C(C)(C)C)cc1	-2	-6

# The list is partial. The share of hits here may be higher or lower than overall.
